# Compound activity as filed in PubChem BioAssay.
# EPAC1 agonist: agonists of human EPAC1 | O95398 | EPAC1 agonist qHTS, biochemical assay; response scale: 100% = response to 6.5 mM cAMP | Potency, µM (series often up to 154 µM), inactives show at the highest dose activation, usual class: activators | 360,000 compounds, 0.073% hits | AID 720707; note: nearly all actives have a fitted effect of over 60% in size
# Target sequence (O95398 whole entry, looked up): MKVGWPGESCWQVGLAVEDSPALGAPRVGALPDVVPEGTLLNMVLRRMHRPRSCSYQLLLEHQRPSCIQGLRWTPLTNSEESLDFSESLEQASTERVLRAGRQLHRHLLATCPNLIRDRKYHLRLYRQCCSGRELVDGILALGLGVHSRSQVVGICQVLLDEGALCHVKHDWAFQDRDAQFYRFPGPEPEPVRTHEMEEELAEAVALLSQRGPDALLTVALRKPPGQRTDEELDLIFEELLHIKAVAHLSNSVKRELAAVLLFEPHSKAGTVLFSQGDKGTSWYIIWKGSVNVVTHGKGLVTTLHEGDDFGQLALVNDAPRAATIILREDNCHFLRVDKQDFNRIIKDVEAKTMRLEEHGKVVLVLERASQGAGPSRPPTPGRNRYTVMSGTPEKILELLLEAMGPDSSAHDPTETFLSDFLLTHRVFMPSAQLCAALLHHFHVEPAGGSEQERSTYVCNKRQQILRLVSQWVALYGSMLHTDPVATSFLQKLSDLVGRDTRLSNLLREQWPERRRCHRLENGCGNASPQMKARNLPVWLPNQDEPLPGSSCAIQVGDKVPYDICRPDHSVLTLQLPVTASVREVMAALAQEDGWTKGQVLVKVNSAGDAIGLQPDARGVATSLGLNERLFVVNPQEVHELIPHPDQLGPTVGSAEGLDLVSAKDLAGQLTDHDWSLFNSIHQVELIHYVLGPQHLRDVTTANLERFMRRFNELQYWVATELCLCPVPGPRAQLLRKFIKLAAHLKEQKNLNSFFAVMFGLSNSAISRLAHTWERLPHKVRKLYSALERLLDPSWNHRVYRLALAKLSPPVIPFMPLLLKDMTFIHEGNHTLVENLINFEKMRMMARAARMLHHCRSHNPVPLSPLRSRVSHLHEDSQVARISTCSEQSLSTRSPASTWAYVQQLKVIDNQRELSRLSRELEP
#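 Compounds were pinned as a concentration titration into mixtures of EPAC1 (100 nM), BODIPY-GDP-loaded Rap1B (250 nM) and GDP (50 uM). After 5 min at room temperature, fluorescence was followed for 30 min; activity was scaled to 6.5 mM cAMP.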
# EPAC1 antagonist: antagonists of human EPAC1. AID 720709. O95398. Potency, µM (series often up to 115 µM), without a hit: at the top dose activity change, negative = inhibition, usual class: inhibitors. EPAC1 GEF assay, Rap1b-BODIPY-GDP exchange fluorescence. 360,000 compounds, 0.14% hits;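 note: plate controls were vehicle for no effect and positive control for full effect; nearly all actives have a fitted effect of over 50% in size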
# TDP43 rescue: TDP-43 toxicity inhibition in yeast. TDP-43 expressing yeast growth rescue, BacTiter-Glo, 24 h. 410,000 compounds, 1.8% hits. Potency, µM (titrated, usually from 46.1 µM), for the others: top-dose growth rescue (activation), actives largely listed as activators; note: % of control where 0% means no effect; nearly all actives have a fitted effect of over 50% in size
#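 Galactose-induced TDP-43 yeast, OD600=0.02, compound pinned; 24 hr, 30 deg C; BacTiter-Glo luminescence for growth. Inhibitors of TDP-43 toxicity read as activators.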
# aSyn rescue: inhibitors of alpha-synuclein toxicity in yeast; Yeast expressing alpha-synuclein, growth rescue, BacTiter-Glo, 24 h; Potency, µM (doses to about 46.1 µM), inactives show top-dose growth rescue (activation), usual class: activators; 370,000 compounds, 0.14% hits; note: % of control where 0% means no effect; nearly all actives have a fitted effect of over 65% in size
#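 Rescue of yeast growth: cells expressing toxic alpha-synuclein, induced in galactose at OD600 0.02, incubated with compound 24 h at 30 C. ATP luminescence quantified growth; inhibitors of toxicity appear as activators.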
# EPAC2 antagonist: blocks human EPAC2 exchange factor; Q8WZA2; 360,000 compounds, 0.18% hits; Potency, µM (series often up to 114 µM), for the others: top-dose activity, negative = inhibition, usual class: inhibitors; AID 720708; EPAC2 GEF exchange of Rap1B-BODIPY-GDP, fluorescence; note: % is set by controls: 0 for no effect and ±100 for the full control effect; nearly all actives have a fitted effect of over 45% in size; many of its hits are not listed in these tables
# EPAC2 agonist: activates human EPAC2 exchange factor. Q8WZA2. AID 720711. EPAC2 activation, biochemical qHTS; response scale: 100% = 6.5 mM cAMP response. 360,000 compounds, 0.079% hits. Potency, µM (series often up to 154 µM), inactives show at the top dose activation, actives largely listed as activators; note: nearly all actives have a fitted effect of over 50% in size
#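 Compounds were titrated in qHTS against a Rap1B-BODIPY-GDP (250 nM) complex with EPAC2 (100 nM) and GDP (50 uM). BODIPY-GDP release tracked at 480/540 nm over 30 min at room temperature, normalized to 6.5 mM cAMP.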
# FUS suppressor: FUS proteinopathy suppression in yeast. 390,000 compounds, 0.24% hits. Potency, µM (series often up to 76.6 µM), for the others: top-dose growth rescue (activation), hits mostly activators. S. cerevisiae FUS-expressing, growth rescue, OD600, 24 h;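 note: plate controls were DMSO vehicle for no effect and reference control for full effect; nearly all actives have a fitted effect of over 55% in size; some results filed as inactive show a strong effect at the top dose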
#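 Restored growth of FUS-toxic S. cerevisiae, read as 600 nm absorbance after 24 h at 30C in galactose medium (starting OD 0.005). Controls CP55940 and DMSO.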
# PTHR1 agonist: PTHR1 (human) receptor agonism. 410,000 compounds, 0.075% hits. HEK293 GP2 PTHR1 cells, GloSensor cAMP luminescence, 1 h. Potency, µM (series often up to 115 µM), without a hit: at the top dose activation, hits mostly activators; note: nearly all actives have a fitted effect of over 55% in size; some results filed as inactive show a strong effect at the top dose; inactives centre near -15; many of its hits are not listed in these tables
#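 HEK-293-derived GP2 cells expressing PTHR1 and a GloSensor cAMP reporter, 3,000/well, plated overnight, given luciferin plus IBMX (each 0.5 mM as added) for 1 h at 37 °C, then compound for 1 h at 37 °C. Luminescence was read after 15 min at room temperature.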
# Starred values were filed as active, the others as inactive; i = inactive; ? = inconclusive; nt = not tested or not shown; [ ] = remark or other dose. Calls come from the whole dose curve; as a rule, active = well fitted curve in the direction sought with a large enough effect; inconclusive = small, poorly fitted or top-dose-only effect, or another doubt; inactive = no such curve, though single readings can be large; an effect the other way counts as inactive or inconclusive. Potency is the fitted concentration of half-maximal effect. The list is partial; the hit share may differ from the screen's.
[1] Cc1ccc(C(C)C)cc1S(=O)(=O)Nc1ccncc1
[2] Cc1ccc(N(C(=O)CNC(=O)c2ccco2)C(C(=O)NC2CCCC2)c2cccnc2)cc1 (configuration not stated)
[3] O=C1COc2ccc(S(=O)(=O)Nc3cccc(Cl)c3)cc2N1
[4] COc1ccc(CCN2CN(S(=O)(=O)c3ccc(OC)cc3)c3nc4ccccc4nc32)cc1
[5] CC(C)c1ccc(CN2CCN(C(=O)CCl)CC2)cc1
[6] c1ccc2[nH]c(-c3cscn3)nc2c1
[7] CC(=O)NC1C(Oc2ccc(C=O)cc2)OC(COC(C)=O)C(OC(C)=O)C1OC(C)=O (configuration not stated)
[8] CCCCN1C(=O)C(CC(=O)NC2CCCC2)CC(C(=O)N2CCOCC2)=C1C (configuration not stated)
assay / compound	1	2	3	4	5	6	7	8
EPAC1 agonist	-11%	0%	-8%	9%	-2%	-4%	8%	-9%
EPAC1 antagonist	-16%	4%	8%	22%	-21%	-2%	-2%	-10%
TDP43 rescue	1%	7%	6%	-3%	-3%	9%	10%	?
aSyn rescue	-1%	1%	1%	-4%	-2%	-7%	1%	-1%
EPAC2 antagonist	-4%	0%	-22%	0%	-5%	-5%	9%	10%
EPAC2 agonist	3%	16%	1%	11%	5%	6%	-1%	-7%
FUS suppressor	-14%	10%	5%	nt	3%	-39%	18%	7%
PTHR1 agonist	i	i	i	-21%	-36%[inhibitor]	-6%	i	3%

[9] CCOC(=O)N1CCN(C(=O)CS(=O)(=O)c2cn(Cc3ccc(Cl)cc3)c3ccccc23)CC1
[10] COc1ccc(C(=O)O/N=C(\N)Cc2ccc(Cl)c(Cl)c2)cc1OC
[11] COc1ccccc1OCCNC(=O)c1ccc2c(c1)CCC2
[12] Nc1ncnc2c1ncn2[C@@H]1O[C@H](CNC(=O)[C@@H](N)Cc2ccc(C(F)(F)F)cc2)[C@@H](O)[C@H]1O
[13] COc1ccc(C(=O)OC(C)CN2CCOCC2)cc1OC (configuration not stated)
[14] CC(=O)c1cc(CN2CCC(n3nccc3NC(=O)c3ccccc3)CC2)cs1
[15] CCOCCCNC(=S)NCCCNc1nc2cc3c(cc2cc1C#N)OCO3
[16] Cn1c(CN2CCOCC2)nnc1SCc1ccc(C#N)cc1
assay / compound	9	10	11	12	13	14	15	16
EPAC1 agonist	-8%	3%	4%	-7%	0%	-4%	5%	-3%
EPAC1 antagonist	12%	-11%	-3%	-15%	-10%	7%	22%	-14%
TDP43 rescue	23%	?	17%	24%	1%	0%	-26%	16%
aSyn rescue	2%	-71%[inhibitor]	16%	-14%	-2%	-1%	4%	1%
EPAC2 antagonist	5%	-9%	-13%	12%	-11%	-2%	9%	1%
EPAC2 agonist	14%	16%	8%	-1%	13%	1%	5%	1%
FUS suppressor	12%	nt	1%	3%	31%	8%	1%	-11%
PTHR1 agonist	-23%	?	i	i	-21%[57.5 µM]	i	4%	-35%[inhibitor]

[17] COCCNC(=O)CN(CC1CCCO1)C(=O)CCC(=O)Nc1ccccn1 (configuration not stated)
[18] CC1(C)CC(NC(=O)c2cc(S(=O)(=O)N3CCOCC3)c(Cl)cc2Cl)CC(C)(C)N1
[19] OC[C@@H]1CN(Cc2ccncc2)C[C@H](n2cnc3c(N4CCCC4)ncnc32)O1
[20] c1ccc(Cn2ccnc2SCc2nnc(-c3ccccc3)o2)cc1
[21] CCC1OC(C)Cc2[nH][nH]c(=O)c21 (configuration not stated)
[22] Cc1cccc(NC(=O)c2ccc3c(Cl)c4c(nc3c2)CCCC4)n1
[23] CC(NC(=O)COC(=O)[C@@H]1CCCN1S(=O)(=O)c1ccccc1F)C12CC3CC(CC(C3)C1)C2 (some centres not stated)
[24] COc1ccc(OC)c(NC(=O)N2CCCC(C(=O)c3ccccc3OC)C2)c1 (configuration not stated)
assay / compound	17	18	19	20	21	22	23	24
EPAC1 agonist	10%	-19%	-10%	-5%	-18%	15%	-1%	11%
EPAC1 antagonist	5%	-6%	-9%	11%	-3%	-4%	?	6%
TDP43 rescue	-7%	13%	19%	-3%	25%	18%	11%	0%
aSyn rescue	2%	-2%	-2%	9%	-12%	0%	13%	-4%
EPAC2 antagonist	-1%	1%	1%	4%	10%	1%	-6%	-6%
EPAC2 agonist	-3%	21%	6%	5%	2%	0%	13%	-2%
FUS suppressor	-7%	13%	-10%	10%	-14%	-21%	nt	1%
PTHR1 agonist	-5%	i	-35%[inhibitor]	i	i	i	-78%[inhibitor]	-11%

[25] CC(NC(=O)C(=O)Nc1nccs1)c1ccccc1 (configuration not stated)
[26] COc1ccc(-c2nc3ccccc3c(=O)n2CCN2CCOCC2)cc1
[27] COc1ccc(S(=O)(=O)N(C)CC(=O)NC2CC2)cc1
[28] CC(C)(C)NC(=O)CSc1nnc(Cc2ccccc2)n1CC1CCCO1 (configuration not stated)
[29] Cc1ccc(SC/C(O)=C(\C#N)c2nc3ccccc3n2C)cc1
[30] CC(C)(C)c1ccc(-c2c(C#N)c(N)nc3c2CCCC3)s1
[31] CCc1ccc2c(c1)/C(=N/OC)C(=O)N2
[32] CCCCN(C(=O)c1ccc2c(c1)OCCO2)c1c(N)n(CC(C)C)c(=O)[nH]c1=O
assay / compound	25	26	27	28	29	30	31	32
EPAC1 agonist	2%	11%	3%	9%	-5%	7%	-6%	-4%
EPAC1 antagonist	-2%	10%	5%	-5%	8%	-10%	-2%	11%
TDP43 rescue	-16%	1%	-21%	18%	0%	?	-20%[0.397 µM]	19%
aSyn rescue	-2%	4%	-1%	0%	11%	5%	-3%	-1%
EPAC2 antagonist	14%	-2%	13%	-8%	1%	-2%	-23%	5%
EPAC2 agonist	3%	4%	0%	7%	3%	-2%	1%	-7%
FUS suppressor	13%	-6%	-4%	-35%	-8%	-18%	14%	8%
PTHR1 agonist	-47%	i	i	-1%	i	i	-7%	i

[33] O=C(NCc1ccc(Cl)cc1)c1cc([N+](=O)[O-])ccc1Cl
[34] CC(C)(C)c1ccc(C(=O)OCC(=O)N2CCC(c3ccccc3)=N2)cc1
[35] CCOC(=O)[C@H]1[C@H]2COc3cc(OC)ccc3[C@@H]2N2C(=O)c3cc(F)c(F)cc3NC(=O)[C@@]12C
[36] COc1ccc(S(=O)(=O)Cc2ccc(C(=O)NCCCN3CCc4ccccc4C3)o2)cc1
[37] CCOC(=O)CSc1ccc2ccccc2n1
[38] COc1ccc(C(=O)Nc2nnc(SCC(=O)NC3CCCC3)s2)c(OC)c1
[39] CC1(C)CC(=O)C2=C(C1)NC(Nc1nc3ccccc3o1)=NC21CCCCC1
[40] COC(=O)[C@H](CC(C)C)NC(=O)Cn1cnc2c(SC)nc(N)nc21
assay / compound	33	34	35	36	37	38	39	40
EPAC1 agonist	5%	-6%	6%	-12%	3%	-3%	7%	0%
EPAC1 antagonist	4%	-9%	?	-13%	4%	15%	12%	-3%
TDP43 rescue	11%	-17%	1%	12%	0%	8%	-17%	14%
aSyn rescue	-2%	-1%	-4%	0%	5%	2%	0%	1%
EPAC2 antagonist	-10%	3%	-10%	-7%	11%	5%	1%	-21%
EPAC2 agonist	8%	-3%	10%	9%	20%	-10%	-9%	4%
FUS suppressor	-19%	-7%	19%	-12%	39%	-9%	6%	-5%
PTHR1 agonist	-12%	-4%	-16%	-14%	-4%	-38%	i	-24%

[41] COc1ccc(/C(C)=N/OCC(=O)Nc2nc3ccccc3s2)cc1
[42] CCCCN(CCCNC(=S)NCCCc1cnc[nH]1)c1ccc(Br)cn1
[43] CS(=O)(=O)c1cccc(C(=O)OCC(=O)NCc2cccs2)c1
[44] O=C(O)CCc1nc2ccccc2c(=O)[nH]1
[45] CC(=O)CC(=O)Nc1ccc2ccccc2c1
[46] O=C(Nc1c2c(nn1-c1ccccc1)CS(=O)(=O)C2)c1cccs1
[47] COc1ccc(N(CC(=O)NCCSc2ccccc2)S(=O)(=O)c2ccccc2)c(OC)c1
[48] Cc1cc(C)c(C)c(C(=O)COC(=O)CNC(=O)CN2C(=O)c3ccccc3C2=O)c1C
assay / compound	41	42	43	44	45	46	47	48
EPAC1 agonist	15%	4%	1%	10%	13%	-3%	7%	8%
EPAC1 antagonist	3%	-13%	-7%	-30%	-6%	-2%	6%	-19%
TDP43 rescue	21%	nt	-2%	1%	29%	-2%	-22%	5%
aSyn rescue	6%	nt	2%	-2%	7%	2%	-5%	7%
EPAC2 antagonist	-6%	-17%	-19%	5%	11%	-3%	-7%	-4%
EPAC2 agonist	17%	5%	0%	6%	-1%	2%	-4%	0%
FUS suppressor	nt	10%	?	25%	-9%	nt	30%	-14%
PTHR1 agonist	-15%	-20%	i	-1%	-17%	-9%	-22%	i

[49] O=C(Nc1cc(C(F)(F)F)ccc1N1CCOCC1)c1cccnc1
[50] O=S(=O)(c1ccc(F)cc1)c1nc(-c2ccc(F)cc2)oc1NCCN1CCOCC1
[51] O=C(COC(=O)c1cccc(S(=O)(=O)N2CCCCCC2)c1)NCc1ccc(Cl)cc1
[52] Cc1cccc(-c2nnc(NC(=O)c3cccs3)s2)c1
[53] O=C(Nc1cc2c3c(c1)C1CCCC1CN3CC1CCCC21)c1ccc([N+](=O)[O-])cc1 (configuration not stated)
assay / compound	49	50	51	52	53
EPAC1 agonist	-3%	4%	-1%	-3%	-3%
EPAC1 antagonist	2%	0%	-1%	6%	5%
TDP43 rescue	-18%	5%	-14%	-1%	-20%
aSyn rescue	-5%	2%	-7%	-12%	13%
EPAC2 antagonist	13%	-3%	-3%	3%	8%
EPAC2 agonist	-1%	-8%	-4%	8%	-1%
FUS suppressor	38%	-16%	10%	-19%	?
PTHR1 agonist	-5%[57.5 µM]	i	6%	i	-3%

# Entries 32 to 37 from above:
[32] CCCCN(C(=O)c1ccc2c(c1)OCCO2)c1c(N)n(CC(C)C)c(=O)[nH]c1=O
[33] O=C(NCc1ccc(Cl)cc1)c1cc([N+](=O)[O-])ccc1Cl
[34] CC(C)(C)c1ccc(C(=O)OCC(=O)N2CCC(c3ccccc3)=N2)cc1
[35] CCOC(=O)[C@H]1[C@H]2COc3cc(OC)ccc3[C@@H]2N2C(=O)c3cc(F)c(F)cc3NC(=O)[C@@]12C
[36] COc1ccc(S(=O)(=O)Cc2ccc(C(=O)NCCCN3CCc4ccccc4C3)o2)cc1
[37] CCOC(=O)CSc1ccc2ccccc2n1
assay / compound	32	33	34	35	36	37
EPAC1 agonist	-4%	5%	-6%	6%	-12%	3%
EPAC1 antagonist	11%	4%	-9%	?	-13%	4%
TDP43 rescue	19%	11%	-17%	1%	12%	0%
aSyn rescue	-1%	-2%	-1%	-4%	0%	5%
EPAC2 antagonist	5%	-10%	3%	-10%	-7%	11%
EPAC2 agonist	-7%	8%	-3%	10%	9%	20%
FUS suppressor	8%	-19%	-7%	19%	-12%	39%
PTHR1 agonist	i	-12%	-4%	-16%	-14%	-4%
